Screens from PubChem BioAssay.
NCI-60 one-dose screen, 48 h, at 10 µM unless noted. Numbers give growth in % (100 = growth as untreated, 0 = no growth, -100 = all killed).
HOP-92 – HOP-92 NSCLC cells; 71,000 tested, 6.3% active; AID 1794738
RPMI-8226 – RPMI-8226 leukemia cells; 77,000 tested, 7.5% active; AID 1794781
K-562 – K-562 leukemia | 78,000 tested, 7.4% active
CCRF-CEM – CCRF-CEM leukemia | 77,000 tested, 7% active
EKVX – EKVX NSCLC; AID 1794765; 71,000 tested, 3% active
MOLT-4 – MOLT-4 leukemia cells; 80,000 tested, 6.9% active
HOP-62 – HOP-62 NSCLC. 80,000 tested, 3.9% active
SR – SR leukemia cells; 73,000 tested, 8.7% active; AID 1794780
* hit, by the source's call; x = not tested or not shown; & = joins results of further samples. The calls were made as follows: active = growth percent below 10; inactive = the rest.

Letters – A = HOP-92; B = RPMI-8226; C = K-562; D = CCRF-CEM; E = EKVX; F = MOLT-4; G = HOP-62; H = SR
compound: CN1CCN(C(=S)SCC(=O)Nc2nc3ccc(Cl)cc3s2)CC1
  A = 70	B = 94	C = 96	D = x	E = 96	F = 111	G = 100	H = 118

compound: COc1cc(CNC(=O)C[C@H](C)CCC=C(C)C)ccc1OCc1cn(-c2cccc(Cl)c2)nn1
  A = 53	B = 75	C = 54	D = 93	E = 75	F = 72	G = 62	H = 66

compound: Nc1c(C(=O)Nc2ccnc3ccccc23)sc2nc3c(cc12)CN(Cc1ccccc1)CC3
  A = 67	B = 39	C = 39	D = 26	E = 66	F = 18	G = 111	H = 35

compound: CN(C)c1ccc(-c2cc(-n3nnnc3-c3ccccc3)no2)cc1
  A = x	B = 99	C = 115	D = 105	E = 105	F = 127	G = 114	H = 118

compound: Cc1ccc2c(ccc(CC(=S)[S-])[n+]2C)c1
  A = 71	B = x	C = 80	D = x	E = 85	F = 96	G = 111	H = x

compound: O=C(c1ccc(N2CCOCC2)cc1[N+](=O)[O-])N1CCOCC1
  A = 94	B = 128	C = 159	D = 104	E = 19	F = 116	G = 95	H = 423

compound: Cc1c2cnccc2c(C)c2c1c1cc(C#N)ccc1n2C
  A = -12*	B = -23*	C = -8.2*	D = -17*	E = -3.5*	F = -11*	G = -25*	H = 0.8*

compound: CCCCN(CCCC)C(=O)c1ccc(C)cc1
  A = 81	B = 117	C = 118	D = 116	E = 99	F = 114	G = 89	H = 109

compound: CCC(CCCN1C(=O)c2ccccc2C1=O)Nc1cc(OC)cc2cccnc12 (stereo unspecified)
  A = 72	B = 102	C = 77	D = 84	E = 97	F = 74	G = x	H = 74

compound: COc1ccc(/C=C2/SC(=O)NC2=O)cc1OCc1cn(-c2ccc(S(=O)(=O)Nc3nccs3)cc2)nn1
  A = 92	B = 112	C = 103	D = 103	E = 103	F = 110	G = 101	H = 111

compound: COc1cc(C(=O)O)cc(Cl)c1O
  A = 98	B = 106	C = 99	D = 97	E = 105	F = 104	G = 98	H = 85

compound: N/C(=N\c1nc2ccccc2s1)NC(=O)Nc1ccccc1[N+](=O)[O-]
  A = -5.7*	B = 2.2*	C = 11	D = 1.3*	E = 39	F = 15	G = 30	H = 14

compound: O=C(OCC1CCCO1)c1ccccc1 (stereo unspecified)
  A = 95	B = 108	C = 112	D = 107	E = 97	F = 102	G = 104	H = 100

compound: COc1ccc2nc(C)cc(-n3cc(Cn4nc(-c5ccc(C)cc5)c5c(N)ncnc54)nn3)c2c1
  A = 28	B = 34	C = 58	D = 63	E = 70	F = 63	G = 73	H = 57

compound: Cn1c(=O)c2c(nc(Nc3ccccc3)n2CCNC(=O)c2ccccc2)n(C)c1=O
  A = 81	B = 98	C = 101	D = 107	E = 102	F = 99	G = 88	H = 106

compound: C=C1C(=O)O[C@H]2[C@H]1CC/C(COC(=O)/C=C\C(=O)O)=C\CC[C@@]1(C)O[C@@H]21
  A = 108	B = 114	C = 109	D = 107	E = 102	F = 110	G = 99	H = 114

compound: O=C1C(Cl)=C(Nc2cccc3cc4ccccc4nc23)C(=O)c2ccccc21
  A = 75	B = 49	C = 28	D = 65	E = 72	F = 26	G = 46	H = 45

compound: COc1cc2nc(Cl)nc(Nc3cccc(C4=NN(C=O)C(c5ccc(F)cc5)C4)c3)c2cc1OC (stereo unspecified)
  A = 84	B = 49	C = 66	D = 62	E = 78	F = 54	G = 100	H = 75

compound: CC(C)(C)c1ccc(COc2ccc(/C=C3/C(=O)Nc4cc(Cl)ccc43)cc2)cc1
  A = 102	B = 96	C = 78	D = 94	E = 101	F = 90	G = 99	H = 99

compound: CCC(O)c1ccccc1 (stereo unspecified)
  A = 92&117	B = 192	C = 104&97	D = 92&103	E = 110&94	F = 79&98	G = 109&87	H = 94&100

compound: CCC(=O)Oc1cc2c(cc1Br)OCO2
  A = 65	B = 97	C = 96	D = 88	E = 99	F = 82	G = 107	H = x

compound: Nc1nnc(-c2cc(=O)oc3c2ccc2ccccc23)s1
  A = 105	B = 86	C = 90	D = x	E = 94	F = 110	G = 107	H = 115

compound: COC(=O)c1ccc(-c2nc(CSc3nc4ccccc4s3)no2)cc1
  A = 96	B = 105	C = 85	D = 105	E = 104	F = 90	G = 90	H = 95

compound: COC(=O)c1cccc(OC)c1O
  A = 106	B = 107	C = 86	D = 105	E = 101	F = 87	G = 96	H = 86

compound: COc1ccc(-c2cc(C(=O)N3CCC(Cc4ccccc4)CC3)nn2-c2ccc(S(C)(=O)=O)cc2)cc1
  A = 89	B = 95	C = 94	D = 96	E = 101	F = 94	G = 111	H = 95

compound: O=C(COc1ccc(Cl)cc1)OCc1ccc(Cl)cc1
  A = 102	B = 107	C = 89	D = 111	E = 107	F = 84	G = 110	H = 68

compound: COCc1nc(NS(=O)(=O)c2ccc(N)cc2)nc(C)c1Br
  A = x	B = 106	C = 98	D = 103	E = 96	F = 103	G = 91	H = 89

compound: CCc1c(N)nc(N)nc1Nc1ccccc1Cl
  A = 67	B = 90	C = x	D = 88	E = 81	F = 95	G = 102	H = 75

compound: CC1CN(C2CCCCC2)C(=O)NC1=O (stereo unspecified)
  A = 92	B = 111	C = 103	D = 106	E = 110	F = 85	G = 108	H = 80

compound: C/C(=C\CCc1ccsc1)CC/C=C(\C)CCCN1CCSCC1
  A = 73	B = 58	C = 62	D = 74	E = x	F = 81	G = 99	H = 54

In another format: entries from further up
canonical_smiles	HOP-92	RPMI-8226	K-562	CCRF-CEM	EKVX	MOLT-4	HOP-62	SR
CCC(=O)Oc1cc2c(cc1Br)OCO2	65	97	96	88	99	82	107	x
Nc1nnc(-c2cc(=O)oc3c2ccc2ccccc23)s1	105	86	90	x	94	110	107	115
COC(=O)c1ccc(-c2nc(CSc3nc4ccccc4s3)no2)cc1	96	105	85	105	104	90	90	95
COC(=O)c1cccc(OC)c1O	106	107	86	105	101	87	96	86
COc1ccc(-c2cc(C(=O)N3CCC(Cc4ccccc4)CC3)nn2-c2ccc(S(C)(=O)=O)cc2)cc1	89	95	94	96	101	94	111	95

Remaining list, next part:
Letters – A = HOP-92; B = RPMI-8226; C = K-562; D = CCRF-CEM; E = EKVX; F = MOLT-4; G = HOP-62; H = SR
compound: Cc1cccc(NC(c2cc3cccc4ccc5cccc2c5c43)c2nnnn2C(C)(C)C)c1C (stereo unspecified)
  A = 90	B = 87	C = 97	D = 95	E = 75	F = 76	G = 86	H = 86

compound: Nc1nc(Cl)cc(Nc2ccc(CCO)cc2)n1
  A = 83	B = 96	C = 88	D = 94	E = 98	F = 98	G = 92	H = 90

compound: Cn1c(=O)c2nc(CC(=Nc3cccc(C(F)(F)F)c3)c3ccccc3)c(=O)[nH]c2n(C)c1=O
  A = 84	B = 105	C = 102	D = 101	E = 94	F = 99	G = 100	H = 109

compound: CCCCOC(Cc1ccccc1)OCCCC
  A = 93	B = 105	C = 100	D = 106	E = 106	F = 89	G = 99	H = 84

compound: CN1CCN(c2ccc3c(c2)nc(NNC(=O)c2ccncn2)c2cccn23)CC1
  A = 53	B = 25	C = 26	D = 15	E = 22	F = 10	G = 36	H = 15

compound: COC(=O)CC(C)CC(=O)O (stereo unspecified)
  A = 101	B = 106	C = 103	D = 111	E = x	F = 110	G = 94	H = 98

compound: O=S(=O)(NCCNc1nccc(-c2c(-c3cccc(F)c3)nc3sccn23)n1)c1cccc2ccccc12
  A = 91	B = 84	C = 78	D = 94	E = 94	F = 74	G = 110	H = 88

compound: FC(F)(F)c1cc(-c2cncnc2NC2CCCCCC2)cc(C(F)(F)F)c1
  A = 41	B = 70	C = 97	D = 88	E = x	F = 92	G = 86	H = 68

compound: Cc1ccc(S(=O)(=O)NC(=O)CCC(=O)Nc2ccc(Oc3ccccc3)cc2)cc1
  A = x	B = 103	C = 100	D = 86	E = 112	F = 97	G = 101	H = 97

compound: C/C=C/C1OCC(C)([N+](=O)[O-])CO1 (stereo unspecified)
  A = x	B = 100	C = 98	D = 89	E = x	F = 98	G = 112	H = 97

compound: CCOC(=O)C(C#N)C1CCCCC1 (stereo unspecified)
  A = 81	B = 99	C = 79	D = 87	E = 95	F = 79	G = 90	H = 84

compound: Cc1cc2nc3c4ccccc4n(CC4=NCCN4)c3nc2cc1C
  A = x	B = x	C = -13*	D = x	E = 60	F = -19*	G = -73*	H = 0.0*

compound: COc1cc(-n2cnc(N)c2C(=O)c2ccc(S(C)(=O)=O)cc2)cc(OC)c1OC
  A = x	B = 95	C = 101	D = 91	E = 93	F = 98	G = 106	H = 94

compound: COc1ccc2c(c1)c(-c1nc(N)nnc1-c1c[nH]c3ccc(Br)cc13)cn2C
  A = x	B = 97	C = 24	D = 54	E = 84	F = 63	G = 81	H = 48

compound: FC(F)(F)c1ccc(-c2ncc(-c3ccc(C(F)(F)F)cc3)c(NCc3cc(C(F)(F)F)cc(C(F)(F)F)c3)n2)cc1
  A = -6.5*	B = 53	C = 44	D = 47	E = x	F = 59	G = 63	H = 84

compound: O=C(/C=C/c1cn(-c2ccccc2)nc1-c1cccc(Nc2ccnc3cc(Cl)ccc23)c1)c1ccc(Br)cc1
  A = 78	B = 90	C = 103	D = 84	E = x	F = 98	G = 108	H = 60

compound: Nc1nnc2c3c4c(sc3ncn12)CCCC4
  A = 82	B = 91	C = 96	D = 97	E = 57	F = 85	G = 72	H = 93

compound: Nc1c(C(=O)C[C@@H](N)CO)ccc2c1C(=O)CCO2
  A = x	B = 19	C = 33	D = 21	E = 98	F = 33	G = 28	H = 31

compound: [N-]=[N+]=NCc1cccc(/C(O)=C/C(=O)C(=O)O)c1
  A = 93	B = 91	C = 110	D = 75	E = 120	F = -100*	G = 95	H = x

compound: N#CCSc1nc(-c2cc3ccccc3o2)cc(-c2ccc(Cl)cc2)c1C#N
  A = 88	B = 81	C = 113	D = 95	E = 82	F = 109	G = 91	H = 115

compound: Cc1cc(C)n(Cc2ccc(Cl)cc2)c(=O)c1C#N
  A = 107	B = 104	C = 96	D = 101	E = 97	F = 100	G = 106	H = 97

compound: N#C/C(=C\c1ccccn1)c1nc2cc(Cl)ccc2s1
  A = 56	B = 59	C = 48	D = 64	E = 56	F = 76	G = 64	H = 40

compound: O=C(O)CCS/N=N/c1nc2nc[nH]c(=O)c2[nH]1
  A = 105	B = 106	C = 95	D = 107	E = 103	F = 85	G = 96	H = 82

compound: Cc1cc(-c2ccccc2)n(N2NN=NC2(C)c2cccc(Cl)c2)c(=S)n1 (stereo unspecified)
  A = 95	B = 95	C = 85	D = 108	E = 44	F = 102	G = 101	H = x

compound: CCN(CC)CCCNc1cc(OC)cc2cccnc12
  A = 124	B = 97	C = 81	D = 114	E = 107	F = 104	G = 102	H = 100

compound: Cc1nc2ccccn2c1/C=C1\C(=O)N(C)c2ccccc21
  A = 100	B = 97	C = 84	D = 96	E = 80	F = 100	G = 106	H = 84

compound: O=C1C(=O)c2ccccc2C(O)=C1CCCCCCCCCCO
  A = 90	B = 72	C = 114	D = 92	E = x	F = 99	G = 110	H = 107

compound: Cc1ccc(S(=O)(=O)Nc2cc(C)cc(CCNC=O)c2C)cc1
  A = 113	B = 103	C = 70	D = 98	E = 81	F = 83	G = 88	H = 112

compound: CC(=O)c1c(C)[nH]c2c1c(-c1ccc3c(c1)OCO3)nc1ccccc12
  A = 66	B = 90	C = 76	D = x	E = 88	F = 107	G = 67	H = 32

compound: Cn1cnc2c(=S)nc[nH]c21
  A = 59	B = 101	C = 128	D = 96	E = 91	F = 106	G = 97	H = 106

compound: COc1ccc(/C=C2/SC(=O)N(CC(=O)N3CCN(c4cc5c(cc4F)c(=O)c(C(=O)O)cn5C4CC4)CC3)C2=O)cc1OC
  A = 111	B = 119	C = 101	D = 109	E = 102	F = 92	G = 103	H = 81

compound: CCOC(=O)Nc1ccc2c(c1)/C(=N\NC(=S)NC)c1ccccc1-2
  A = 86	B = 59	C = 77	D = 62	E = 80	F = 87	G = 108	H = 64

compound: CCN(CC)CC(O)CN1CCNCC1 (stereo unspecified)
  A = 93	B = 94	C = 116	D = 93	E = 83	F = 90	G = 89	H = 87

compound: CCOc1ccc(NC(=O)CC2Sc3ccccc3NC2=O)cc1 (stereo unspecified)
  A = 82	B = 104	C = 85	D = 115	E = 81	F = 82	G = 81	H = 77

compound: Cc1c(Cc2ccccc2)c(=O)oc2cc(O)ccc12
  A = 94	B = 95	C = 109	D = 84	E = 103	F = 96	G = 94	H = 94

compound: COc1ccc(SCCCN2CCOCC2)cc1
  A = 91	B = 95	C = 92	D = 73	E = 102	F = 98	G = 78	H = 106

compound: Cc1cc(=O)n(C(C)c2ccccc2)n1C(C)c1ccccc1 (stereo unspecified)
  A = 87	B = 99	C = 102	D = 96	E = 101	F = 105	G = x	H = 95

compound: Cc1cc(Cl)cc(CN(C)Cc2cc(Cl)cc(C)c2O)c1O
  A = 59	B = 84	C = 62	D = 48	E = 101	F = 96	G = 108	H = 92

compound: CNNC(=O)c1ccncc1
  A = x	B = 99	C = 103	D = 99	E = 109	F = 107	G = 107	H = 96

compound: COc1ccc(/C(C)=N\N)cc1
  A = x	B = 123	C = 131	D = 130	E = 89	F = 129	G = 105	H = 59

compound: Cc1ccc(NC(=O)/C=C\C(=O)O)cc1
  A = x	B = x	C = 86	D = x	E = x	F = 99	G = 100	H = 91

compound: COc1cc(C2=NN(C(C)=O)C(c3ccc(Cl)cc3)C2)cc(OC)c1OC (stereo unspecified)
  A = 62	B = 45	C = 76	D = 82	E = 102	F = 86	G = 99	H = 91

Quoted at random: 3 compounds from above.
Letters – A = HOP-92; B = RPMI-8226; C = K-562; D = CCRF-CEM; E = EKVX; F = MOLT-4; G = HOP-62; H = SR
compound: COc1cc(C2=NN(C(C)=O)C(c3ccc(Cl)cc3)C2)cc(OC)c1OC (stereo unspecified)
  A = 62	B = 45	C = 76	D = 82	E = 102	F = 86	G = 99	H = 91

compound: COc1ccc(/C(C)=N\N)cc1
  A = x	B = 123	C = 131	D = 130	E = 89	F = 129	G = 105	H = 59

compound: CCOc1ccc(NC(=O)CC2Sc3ccccc3NC2=O)cc1 (stereo unspecified)
  A = 82	B = 104	C = 85	D = 115	E = 81	F = 82	G = 81	H = 77
